# Screens: PubChem BioAssay, several laboratories
# Lipid droplet: hepatic lipid droplet formation modulation; hit rate 0.4% among 240,000; AID 1656; AML12 mouse hepatocytes, oleate lipid droplets, BODIPY imaging; inhibition, % at 6.5 µM;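 active = lipid droplet intensity inhibited by at least 50%, with more than 500 cells counted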
#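 Material: mouse AML12 hepatocyte cell line, fixed after treatment; Timing: compound with oleate, overnight; Technique: high-content imaging of BODIPY-stained droplets and DAPI nuclei; Probe or stimulus: oleate, 100 µM final; Dosing: compound at 6.5 µM only.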
# M17LAP inhibition: P. falciparum M17LAP inhibitors, primary screen, biochemical, fluorogenic H-Leu-NHMec substrate, 1536-well (AID 1619); recombinant M17LAP, H-Leu-NHMec fluorogenic kinetic assay; higher % means a stronger effect; inhibition, % at 30 µM; hits with a dose series show IC50 in µM; hit rate 0.38% among 220,000;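 active = compound inhibiting the enzyme by more than half at any dose during confirmatory dose-response retesting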;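 note: plate controls were full reaction with DMSO carrier for no effect and no enzyme background for full effect; strong numbers were not always called active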
# XIAP displacement: XIAP antagonists, biochemical, IAP family, fluorescence polarization (AID 1018) | XIAP BIR domain, fluorescence polarization peptide displacement; higher % means a stronger effect | displacement, % at 20 µM, or IC50 in µM where a hit was titrated | hit rate 0.007% among 200,000; in the data active = displacement above about 50%; note: a part of the inactive calls stands beside numbers as strong as those of hits
# HEK293 NOD2/NF-kB: NOD2 signaling inhibitors, cell-based, luminescence, uHTS, HEK293 (AID 1566); hit rate 0.63% among 290,000; inhibition, % at 4 µM, or EC50 in µM where a hit was titrated; HEK293 NOD2/NF-kB luciferase reporter, luminescence; higher % means a stronger effect; note: many of its hits are not listed in these tables
# P. falciparum M1AAP: P. falciparum M1AAP inhibitors, biochemical, fluorogenic H-Leu-NHMec substrate, 1536-well (AID 1445). recombinant M1AAP, H-Leu-NHMec fluorogenic kinetic assay; higher % means a stronger effect. inhibition, % at 30 µM, or IC50 in µM where a hit was titrated. hit rate 0.42% among 220,000;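 active = primary inhibition above the hit cutoff, then over 50% inhibition at one or more dose response concentrations, cut at about 23% in these data, passing the limit was not always enough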;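 note: plate controls were DMSO full reaction for no effect and no enzyme background for full effect; strong numbers were not always called active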
# CSM14.1 death rescue: rescue of cells from ER stress-induced death, primary screen, 384-well, CSM14.1, thapsigargin, ATP luminescence (AID 1222). CSM14.1 thapsigargin-induced death rescue, ATP luminescence; higher % means a stronger effect. cellular ATP content (survival), % at 20 µM; hits with a dose series show EC50 in µM. 190,000 tested, under 10 active;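 active = EC50 below 50 µM in the dose-response confirmation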;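 note: death triggered by thapsigargin at about 15 µM added after 2 h compound pretreatment; cell ATP read after overnight thapsigargin exposure of roughly 18 to 22 hours; normalized against plate controls of thapsigargin alone and 5% DMSO vehicle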
# LYP phosphatase: PTPN22 lymphoid phosphatase activity blockers – biochemical, fluorescence intensity, uHTS (AID 1779). recombinant LYP phosphatase, fluorescence intensity; higher % means a stronger effect. inhibition, % at 11.5 µM, or IC50 in µM where a hit was titrated. hit rate 0.054% among 290,000;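 note: plate controls were vehicle with enzyme for no effect and no enzyme for full effect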
# Siah-1 displacement: Siah-1 peptide-binding antagonists, primary screen, biochemical, fluorescence polarization, rhodamine-plectin, uHTS (AID 1817). Siah-1 / rhodamine-plectin peptide fluorescence polarization; higher % means a stronger effect. displacement, % at 20 µM; hits with a dose series show IC50 in µM. hit rate 0.02% among 290,000;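 active = displacement of at least 50% at 20 µM, with a fluorescence ratio check between 0.3 and a set limit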;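 note: plate controls were Siah plus tracer with DMSO for no effect and tracer alone without Siah for full effect; strong numbers were not always called active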
# AID2073: inhibitors of Mint1-CaV2.2 protein interaction, biochemical, HTRF (AID 2073) | hit rate 0.19% among 290,000 | HTRF protein-protein interaction, Mint1-CaV2.2; higher % means a stronger effect | one-dose inhibition, % at 20 µM; IC50 in µM for titrated hits; in the data active = inhibition mostly above about 51%, no sharp cut-off; note: some results filed as inactive read as strong as hits
# Lipid droplet cells 6.5 µM: also measured in Lipid droplet; calls as there; cell count; measured here: cell count, cytotoxicity flag;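 cells counted across two imaged fields per well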
# Numbers without * were called inactive; · = not tested or not shown. Cut-off read from the data, not from the text of the source, unless noted: active = inhibition above about 50%; inactive = the rest. Not all compounds are listed. The share of hits here may be higher or lower than overall.
1	COc1ccc(NC(=O)O/N=C/c2ccncc2)cc1
2	O=C(NC1=NCCS1)c1cccc(S(=O)(=O)N2CCc3ccccc32)c1
3	[O-][N+]12CC[N+]([O-])(CC1)c1ccccc12
4	CC(C)(C)CC(=O)Nc1ccc(C(N)=O)cc1
5	CC1CN(CN2C(=O)c3ccccc3C2=O)CC(C)O1 (stereo not drawn)
6	Cc1cc(NC(=O)C(=O)NCCN2CCN(C(=O)c3cccs3)CC2)ccc1Br
7	Cc1noc(C)c1COc1cccc(C(=O)Nc2ccc(OCc3ccccc3)cc2)c1
8	CN(C)S(=O)(=O)c1ccc(S(=O)(=O)NCc2ccc3c(c2)OCO3)cc1
9	Cc1c(C(=O)NCCCN2CCCC2=O)oc2ccc(S(=O)(=O)N3CCOCC3)cc12
10	CCN1/C(=C/C=C/C=C/c2sc3ccccc3[n+]2CC)Sc2ccccc21
assay / compound	1	2	3	4	5	6	7	8	9	10
M17LAP inhibition	6%	3%	-14%	-15%	-11%	-10%	3%	·	4%	1%
Lipid droplet cells 6.5 µM	710	703	·	689	684	721	·	799	684	624
XIAP displacement	-2.3%	-4.6%	-4.6%	-5.5%	-4.3%	-3.9%	1.2%	·	-4.6%	-6.8%
HEK293 NOD2/NF-kB	-4%	7%	-4%	19%	3%	16%	20%	5%	7%	30%
AID2073	-3%	11%	9%	8%	9%	13%	3%	-1%	3%	1%
P. falciparum M1AAP	6%	17%	6%	1%	5%	2%	3%	·	20%	14%
CSM14.1 death rescue	-0.5%	0.0%	1.1%	0.0%	-2.8%	-0.4%	-2.2%	·	-2.0%	-7.6%
Siah-1 displacement	7%	3%	0%	8%	0%	8%	1%	6%	0%	-18%
Lipid droplet	6	-5	·	21	15	1	·	2	-1	-219
LYP phosphatase	-4%	17%	-2%	-7%	-9%	-1%	3%	-12%	-5%	3%

11	Cc1ccn2c(CN(C)CCn3nc(C)cc3C)c(C(=O)N3CCCCCC3)nc2c1
12	O=C(N/N=C\c1ccc(F)cc1)c1cc(OCC(F)(F)F)ccc1OCC(F)(F)F
13	COc1cc(N2N=C(c3ccccc3)CC2c2ccccc2)c(C=O)cc1C=O (stereo not drawn)
14	O=C(CCN1C(=O)c2ccccc2C1=O)Nc1cccc(S(=O)(=O)N2CCCCC2)c1
15	C=C(C)Cn1c(=S)[nH]c2ccccc2c1=O
16	N#CC1=C(N)SC2(CCCCC2)SC1c1ccccc1 (stereo not drawn)
17	COc1ccc(CNc2oc(C)nc2C#N)cc1
18	Cc1ccc(OCCN2C(=O)C(=O)c3cccc(C)c32)cc1
19	O=C(CN1CCN(S(=O)(=O)c2ccc(Br)cc2)CC1)Nc1ccccc1C(=O)c1ccccc1
20	CCCCNC(=O)CCSc1ccc(C)cc1
assay / compound	11	12	13	14	15	16	17	18	19	20
M17LAP inhibition	9%	2%	·	1%	-5%	23%	13%	-1%	3%	11%
Lipid droplet cells 6.5 µM	674	·	838	822	679	·	751	650	643	603
XIAP displacement	-3.5%	-4.4%	·	-5.1%	-2.6%	-2.8%	-1.2%	-5.6%	1.6%	-2.3%
HEK293 NOD2/NF-kB	-8%	20%	-77%	4%	6%	-15%	9%	18%	-19%	-8%
AID2073	-2%	-4%	23%	-4%	-25%	-16%	-8%	2%	4%	3%
P. falciparum M1AAP	-2%	6%	·	8%	2%	11%	-1%	2%	1%	6%
CSM14.1 death rescue	0.7%	0.0%	·	-0.1%	-0.3%	1.2%	4.9%	-1.2%	-1.4%	-0.6%
Siah-1 displacement	3%	0%	4%	4%	7%	-1%	3%	9%	-2%	0%
Lipid droplet	-5	·	2	7	-1	·	-12	-38	-5	0
LYP phosphatase	-4%	-3%	-13%	-6%	1%	-6%	-5%	2%	2%	-6%

21	O=C(NC1CCCCC1)c1cc(-c2ccco2)on1
22	COCc1[nH][nH]c(=O)c1C=NCC(=O)OC
23	O=C(Cc1cn2ccsc2n1)OCc1ccccc1
24	Clc1ccc(Cn2cnc3ccccc32)cc1
25	CC1CCc2sc(C(=O)OCC(=O)NC(C)C)cc2C1 (stereo not drawn)
26	COc1cc2c(cc1OC)C(c1cccs1)N(C(=S)NC(C)C)CC2 (stereo not drawn)
27	CC1CCCN(C(=O)C(=O)Nc2ccc3nc4n(c(=O)c3c2)CCCCC4)C1 (stereo not drawn)
28	CN1CCN(C(=O)C2=C[C@H](C(C)(C)C)C[C@H](OCCCCO)O2)CC1
29	Cc1nc2ccccn2c1C(=O)Nc1ccc2c(c1)OCCO2
30	COc1ccc(OCC(=O)Nn2c(-c3ccc(C)cc3)nc3ccccc3c2=O)cc1
assay / compound	21	22	23	24	25	26	27	28	29	30
M17LAP inhibition	-15%	-1%	20%	15%	7%	2%	·	0%	2%	12%
Lipid droplet cells 6.5 µM	·	734	765	688	679	638	717	638	758	663
XIAP displacement	-8.3%	-8.3%	-13%	-3.1%	-6.6%	0.9%	·	-0.7%	-1.2%	-5.7%
HEK293 NOD2/NF-kB	-129%	-4%	1%	11%	8%	-16%	18%	-4%	-25%	26%
AID2073	9%	-1%	3%	12%	1%	46%	1%	15%	-25%	-1%
P. falciparum M1AAP	2%	6%	16%	7%	9%	5%	·	-2%	3%	-3%
CSM14.1 death rescue	-0.8%	·	1.5%	0.1%	-0.8%	3.4%	·	0.2%	-3.7%	-4.5%
Siah-1 displacement	1%	1%	-4%	-2%	5%	5%	4%	-5%	-2%	0%
Lipid droplet	·	8	0	14	12	-14	5	-17	6	-2
LYP phosphatase	-4%	-4%	-1%	-4%	0%	-3%	-9%	-6%	-9%	3%

31	COc1ccc(S(=O)(=O)N2CCC(C(=O)NCc3cccs3)CC2)cc1
32	Cc1ccc(NS(=O)(=O)c2c(C)[nH]c(=O)[nH]c2=O)c(Br)c1
33	CCC1=C2CC[C@H]3C(=O)N(CC)C(=O)[C@H]3[C@H]2[C@@]2(Cc3ccccc3)C(=O)N(Cc3ccccc3)C(=O)N2C1=O
34	CCOC(=O)Cn1c(=N)n(CCOc2ccc3ccccc3c2)c2ccccc21
35	Cc1cc(C)c2[nH]c(=O)c(CN(Cc3cccnc3)C(=S)NCCCN(C)C)cc2c1
36	Cc1nn(Cc2ccccc2Cl)c(C)c1NC(=O)CCCn1nc(C)c([N+](=O)[O-])c1C
37	CCOC(=O)c1cc2c(ccn2C)n1CC(=O)N1CCC(Cc2ccccc2)CC1
38	CCOc1nnc(C)c2c(C)n(-c3cccc(Cl)c3)nc12
39	CCN(C(=O)C1CCCCC1)c1nnc(-c2cccnc2)s1
40	O=S(=O)(CCc1ccncc1)c1ccc(Cl)cc1
assay / compound	31	32	33	34	35	36	37	38	39	40
M17LAP inhibition	0%	·	-2%	0%	-17%	10%	15%	6%	1%	·
Lipid droplet cells 6.5 µM	646	798	716	660	724	·	·	749	·	832
XIAP displacement	-2.5%	·	·	-6.6%	-8.5%	-3.3%	1.2%	-4.9%	-6.0%	·
HEK293 NOD2/NF-kB	7%	6%	7%	-3%	9%	-3%	-11%	6%	22%	-14%
AID2073	-2%	1%	-3%	15%	-7%	-10%	-2%	6%	-8%	23%
P. falciparum M1AAP	6%	·	16%	0%	2%	2%	5%	3%	1%	·
CSM14.1 death rescue	0.2%	·	·	0.9%	-1.6%	-1.8%	3.5%	-1.3%	0.8%	·
Siah-1 displacement	4%	-1%	14%	4%	3%	0%	1%	0%	0%	1%
Lipid droplet	-5	6	26	-32	0	·	·	1	·	-8
LYP phosphatase	-3%	-8%	-3%	1%	-1%	-9%	7%	-4%	-6%	-5%

41	CCC(C(=O)NC1CCCCCC1)n1nc(C)n2c(cc3occc32)c1=O (stereo not drawn)
42	Cc1cc(N2CCN(c3ccccc3Cl)CC2)n2cc(-c3ccccc3)nc2n1
43	CCn1c(CN2CCOCC2)nnc1SCC(=O)Nc1ccccc1Cl
44	OCCN(CCO)c1ccc(C(c2ccc(Cl)cc2)c2ccc(N(CCO)CCO)cc2Cl)c(Cl)c1
45	COc1ccc(N(C(=O)CNC(=O)c2cccs2)C(C(=O)NC2CCCC2)c2ccncc2)cc1 (stereo not drawn)
46	Cn1c(SCCOc2ccccc2Cl)nnc1-c1ccncc1
47	Cc1ccc(C(=O)N2CC(=O)Nc3ccc(F)cc3C2c2ccccc2)cc1[N+](=O)[O-] (stereo not drawn)
48	OCCC1CN(Cc2cccn2-c2cccnc2)CCN1Cc1ccccc1 (stereo not drawn)
49	CON(C)S(=O)(=O)c1ccc2c(c1)N(Cc1ccc(C)cc1)C(=O)C1CCCN21 (stereo not drawn)
50	COc1ccc2c(C)c(C(=O)NCC(C)O)oc2c1OC (stereo not drawn)
51	CC1CCN(C(=O)C2CCN(C(=O)c3cc4sccc4n3Cc3ccc(F)cc3)CC2)CC1
assay / compound	41	42	43	44	45	46	47	48	49	50	51
M17LAP inhibition	·	-1%	·	8%	·	3%	4%	0%	0%	-16%	-1%
Lipid droplet cells 6.5 µM	702	691	697	676	716	704	531	662	694	·	·
XIAP displacement	·	-13%	·	-5.2%	·	-8.1%	2.2%	-4.3%	-2.0%	-2.2%	-6.6%
HEK293 NOD2/NF-kB	7%	-13%	0%	-2%	3%	-10%	11%	-8%	6%	6%	16%
AID2073	8%	8%	-6%	16%	-1%	-2%	1%	-16%	40%	43%	-3%
P. falciparum M1AAP	·	5%	·	2%	·	4%	1%	-2%	5%	3%	10%
CSM14.1 death rescue	·	-2.4%	·	-2.6%	·	-1.8%	-2.1%	-2.6%	-0.7%	-3.5%	-0.2%
Siah-1 displacement	8%	1%	9%	7%	-5%	1%	-4%	3%	0%	4%	-1%
Lipid droplet	-3	39	-12	4	-20	-11	-4	-25	2	·	·
LYP phosphatase	-8%	13%	-11%	-3%	-7%	9%	-7%	-8%	-4%	-13%	-5%

# Reformatted bar-delimited: 5 of the compounds above
no. | Structure | M17LAP inhibition | Lipid droplet cells 6.5 µM | XIAP displacement | HEK293 NOD2/NF-kB | AID2073 | P. falciparum M1AAP | CSM14.1 death rescue | Siah-1 displacement | Lipid droplet | LYP phosphatase
46 | Cn1c(SCCOc2ccccc2Cl)nnc1-c1ccncc1 | 3% | 704 | -8.1% | -10% | -2% | 4% | -1.8% | 1% | -11 | 9%
47 | Cc1ccc(C(=O)N2CC(=O)Nc3ccc(F)cc3C2c2ccccc2)cc1[N+](=O)[O-] (stereo not drawn) | 4% | 531 | 2.2% | 11% | 1% | 1% | -2.1% | -4% | -4 | -7%
48 | OCCC1CN(Cc2cccn2-c2cccnc2)CCN1Cc1ccccc1 (stereo not drawn) | 0% | 662 | -4.3% | -8% | -16% | -2% | -2.6% | 3% | -25 | -8%
49 | CON(C)S(=O)(=O)c1ccc2c(c1)N(Cc1ccc(C)cc1)C(=O)C1CCCN21 (stereo not drawn) | 0% | 694 | -2.0% | 6% | 40% | 5% | -0.7% | 0% | 2 | -4%
50 | COc1ccc2c(C)c(C(=O)NCC(C)O)oc2c1OC (stereo not drawn) | -16% | · | -2.2% | 6% | 43% | 3% | -3.5% | 4% | · | -13%
